Compound activity deposited in PubChem BioAssay by several laboratories.
cardiac RTF act = cardiac RTF calcium sensitization. activation, % at 7.2 µM. AID 493008. 0.24% of 340,000 active. IANBD-labeled TnC RTF fluorescence at EC20 calcium; 0% EC20 calcium, 100% full calcium;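 active = activation above the mean over all tested compounds plus 3 SD, cut at about 30% in these data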;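 also: rise in fluorescence read as greater calcium sensitivity of cardiac thin filaments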
MOR-DOR inv ag = mu-delta opioid heterodimer inverse agonism; P35372+P41143; cell-based MOR-DOR heterodimer luminescence; inhibition, % at 9.3 µM; 0.21% of 340,000 active; in the data active = inhibition above about 22%, passing the limit was not always enough;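 also: 0% = cells with DMSO and 100% = wells without cells with DMSO; values of inactives mirror those of a sister screen read the other way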
Target sequence (P35372 whole entry, looked up): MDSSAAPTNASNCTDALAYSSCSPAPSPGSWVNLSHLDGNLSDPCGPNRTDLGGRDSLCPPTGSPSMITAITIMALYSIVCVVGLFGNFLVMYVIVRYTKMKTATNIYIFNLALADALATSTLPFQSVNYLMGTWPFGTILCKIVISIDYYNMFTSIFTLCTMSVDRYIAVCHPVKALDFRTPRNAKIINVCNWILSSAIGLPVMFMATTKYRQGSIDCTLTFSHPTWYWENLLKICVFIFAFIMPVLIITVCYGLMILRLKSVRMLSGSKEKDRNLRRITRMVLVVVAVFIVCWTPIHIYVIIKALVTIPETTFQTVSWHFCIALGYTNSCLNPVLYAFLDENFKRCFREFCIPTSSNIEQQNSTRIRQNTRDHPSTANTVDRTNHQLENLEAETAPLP
Target sequence (P41143 whole entry, looked up): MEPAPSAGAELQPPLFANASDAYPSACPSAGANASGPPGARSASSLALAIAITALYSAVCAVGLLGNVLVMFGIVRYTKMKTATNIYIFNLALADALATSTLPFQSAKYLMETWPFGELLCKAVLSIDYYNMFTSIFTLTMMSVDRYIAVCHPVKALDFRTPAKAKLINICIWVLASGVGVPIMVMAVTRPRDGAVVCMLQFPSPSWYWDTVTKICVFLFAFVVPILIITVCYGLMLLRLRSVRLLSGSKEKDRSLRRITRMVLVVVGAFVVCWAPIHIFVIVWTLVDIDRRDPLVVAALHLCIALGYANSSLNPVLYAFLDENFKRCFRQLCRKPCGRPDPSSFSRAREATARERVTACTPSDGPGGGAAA
MOR-DOR ag = agonists of human mu-delta opioid receptor heterodimerization. 0.3% of 340,000 active. P35372+P41143. activation, % at 9.3 µM. cells, OPRM1-OPRD1 heterodimerization, luminescence; in the data active = activation above about 18%;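 also: 0% = vehicle-treated cells and 100% = reference agonist; values of inactives mirror those of a sister screen read the other way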
Keap1 Nrf2 FP = inhibitors of human Keap1-Nrf2 protein-protein interaction; Keap1 Kelch-Nrf2 peptide fluorescence polarization, 1536-well; inhibition, % at 9.4 µM; 0.15% of 340,000 active; AID 504523; in the data active = inhibition above about 12%;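 also: human Keap1 Kelch domain with fluorescein labeled Nrf2 9mer peptide probe; 0% = neutral control wells and 100% = peptide positive control; higher means more block of Keap1 binding to Nrf2 peptide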
LANA DNA inh = blocks KSHV LANA C-terminal domain binding to DNA. MBP-C-LANA/FAM-LBS DNA binding, fluorescence polarization. AID 504423. 0.078% of 340,000 active. inhibition, % at 9 µM;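 active = highest replicate inhibition at or above 60% at 9 µM, even if other replicates fall short; inactive = all replicates below 60% inhibition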;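 also: 0% = neutral control wells and 100% = 4 µM acridine orange control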
Arr AP2 block = inhibitors of human beta-arrestin and AP2 interaction; FITC-arrestin peptide / GST-AP2 beads, flow cytometry; AP2 beta2 appendage carries R879A mutation; inhibition, % at 10 µM; 0.31% of 340,000 active;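 active = inhibition above a set limit, near 3 SD of compounds lacking own fluorescence, cut at about 54% in these data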;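 also: plate controls were DMSO wells for no effect and 5 µM unlabelled arrestin peptide for full effect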
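system = GST-tagged AP2 beta2-adaptin appendage (R879A) on 4 µm glutathione beads | reagent = FITC-labelled arrestin peptide probe, 50 nM final | schedule = compound with beads 12 min RT, then probe 1 h RT | signal = HyperCyt-sampled flow cytometry, FL1 channel, ex 488/em 535 nm | read-out = percent response from loss of bead-bound FITC fluorescence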
DSG3 Ab inh = inhibitors of pemphigus antibody binding to human desmoglein-3. P32926. DSG3-coupled beads, scFv-anti-DSG3-GFP binding, flow cytometry; stronger effect = lower value. binding (percent of control), % at 10 µM. 0.48% of 310,000 active;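 active = binding more than 3 SD below its plate's average and above zero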;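 also: hits lower antibody fragment binding to DSG3; some compounds called inactive have numbers as strong as hits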
Wnt act = Wnt/beta-catenin pathway activation; Wnt/beta-catenin reporter cell assay, activator, plate reader; activation, % at 9.35 µM; 1.2% of 300,000 active; AID 743398; in the data active = activation above about 30%, passing the limit was not always enough;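 also: 0% = neutral control wells and 100% = positive control wells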
V-ATPase pH = alters yeast V-ATPase proton transport; S. cerevisiae, pHLuorin cytosolic pH fluorescence; response, % at 10 µM; 0.37% of 350,000 active; in the data active = response mostly above about 7.3%, no sharp cut-off; inactive = mostly below about 5.4%; also: actives read high; inactives centre near 0; some compounds called inactive have numbers as strong as hits; reference of the scale not given here
Cardiac RTF inh = cardiac RTF calcium desensitization; AID 493244; P19429+P45379; 0.12% of 340,000 active; IANBD-labeled cardiac RTF, Ca2+ fluorescence; inhibition, % at 7.15 µM;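 active = inhibition above the mean inhibition of all tested compounds plus 3 SD, cut at about 17% in these data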;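 also: assay run at fixed EC70 calcium of 1.6 mM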
Numbers without * were called inactive.

Screening CC(C)CCNC(=O)CO/N=C/c1ccccc1OC(F)F returned cardiac RTF act 1.6, MOR-DOR inv ag 6.8, MOR-DOR ag -1.5, Keap1 Nrf2 FP -0.3, LANA DNA inh 0.0, Arr AP2 block 28.0, DSG3 Ab inh 99.4, V-ATPase pH 0.1 and Cardiac RTF inh -11.9.
`COc1ccc(CC(NC(C)=O)C(=O)NC2CCN(C(=O)Nc3ccccc3Cl)CC2)cc1OC` (centres undefined) gave cardiac RTF act -0.8, MOR-DOR inv ag 11.7, MOR-DOR ag -2.0, Keap1 Nrf2 FP -0.6, LANA DNA inh 1.3, Arr AP2 block -13.7, DSG3 Ab inh 103.6, Wnt act -4.9, V-ATPase pH 1.9 and Cardiac RTF inh 10.2.
`Cc1cnc(C(=O)OCC(=O)Nc2ccccc2-c2ccccc2)cn1` gave cardiac RTF act -0.8, MOR-DOR inv ag 12.1, MOR-DOR ag -3.0, Keap1 Nrf2 FP -0.5, LANA DNA inh 0.9, Arr AP2 block -4.2, DSG3 Ab inh 97.7, Wnt act -4.4, V-ATPase pH 1.8 and Cardiac RTF inh 3.2.
For Cc1cc(Cl)c2oc(C(=O)N3CCC(O)(c4ccccc4)CC3)c(C)c2c1 the results were cardiac RTF act 3.6, MOR-DOR inv ag -6.7, MOR-DOR ag 1.4, Keap1 Nrf2 FP -3.4, LANA DNA inh -2.3, Arr AP2 block 0.5, DSG3 Ab inh 97.2, Wnt act -1.3, V-ATPase pH 2.2 and Cardiac RTF inh -5.4.
Screening COc1ccc(NC(=O)Nc2ccc3nccnc3c2)cc1 returned cardiac RTF act 4.4, MOR-DOR inv ag 5.1, MOR-DOR ag -0.9, Keap1 Nrf2 FP -3.0, LANA DNA inh -0.6, Arr AP2 block 8.9, DSG3 Ab inh 104.1, V-ATPase pH 0.4 and Cardiac RTF inh 0.0.
Cc1ccc(-c2nc(-c3ccncc3)no2)cc1 was read as cardiac RTF act 4.8, MOR-DOR inv ag 11.5, MOR-DOR ag -2.2, Keap1 Nrf2 FP -2.0, LANA DNA inh 1.9, Arr AP2 block 29.2, DSG3 Ab inh 90.3, Wnt act 33.2*, V-ATPase pH -2.7 and Cardiac RTF inh -13.9.
`COc1ccccc1NC(=O)CSc1nnc(-c2ccoc2C)n1CCc1ccccc1` gave cardiac RTF act -3.2, MOR-DOR inv ag 8.4, MOR-DOR ag -1.6, Keap1 Nrf2 FP -1.0, LANA DNA inh -0.3, Arr AP2 block 7.3, DSG3 Ab inh 93.5, V-ATPase pH -0.8 and Cardiac RTF inh -5.6.
N#Cc1ccc(Oc2ccc(C(N)=O)cc2)cc1C#N was read as cardiac RTF act -7.5, MOR-DOR inv ag 10.8, MOR-DOR ag -1.8, Keap1 Nrf2 FP 1.1, LANA DNA inh 0.4, Arr AP2 block 17.8, DSG3 Ab inh 99.1, Wnt act 6.6, V-ATPase pH -3.2 and Cardiac RTF inh 2.3.
`Cc1cc(=O)oc2c3c(ccc12)OC/C3=N/N` gave cardiac RTF act -3.5, MOR-DOR inv ag -1.4, MOR-DOR ag 0.3, Keap1 Nrf2 FP 0.0, LANA DNA inh -1.5, Arr AP2 block -0.1, DSG3 Ab inh 97.3, Wnt act -0.5, V-ATPase pH -4.0 and Cardiac RTF inh -16.8.
For Cc1sc2ncnc(OCC(=O)NCc3cccs3)c2c1C the results were cardiac RTF act -0.7, MOR-DOR inv ag 3.0, MOR-DOR ag -0.6, Keap1 Nrf2 FP 5.5, LANA DNA inh 0.5, Arr AP2 block 19.7, DSG3 Ab inh 102.4, V-ATPase pH -2.4 and Cardiac RTF inh 0.9.
For O=[N+]([O-])c1cccnc1Oc1ccccc1F the results were cardiac RTF act 7.1, MOR-DOR inv ag -6.2, MOR-DOR ag 1.2, Keap1 Nrf2 FP -0.7, LANA DNA inh -0.4, Arr AP2 block -6.9, DSG3 Ab inh 106.0, Wnt act -1.7, V-ATPase pH -3.8 and Cardiac RTF inh -4.7.
For Cc1ccc(S(=O)(=O)N2CCN(C(=O)c3cc4c(s3)CCC(C)C4)CC2)cc1 (centres undefined) the results were cardiac RTF act -6.2, MOR-DOR inv ag 14.4, MOR-DOR ag -2.3, Keap1 Nrf2 FP -0.7, LANA DNA inh -0.9, Arr AP2 block 6.4, DSG3 Ab inh 99.2, Wnt act 13.1, V-ATPase pH -0.7 and Cardiac RTF inh -7.1.
For COc1ccc(CCC(C)NCc2cccc(Br)c2)cc1 (centres undefined) the results were cardiac RTF act -3.6, MOR-DOR inv ag -16.9, MOR-DOR ag 3.4, Keap1 Nrf2 FP -4.7, LANA DNA inh -1.3, Arr AP2 block 7.7, DSG3 Ab inh 115.5, Wnt act 4.9, V-ATPase pH 0.8 and Cardiac RTF inh -10.5.
Screening O=C(c1cc(Br)c(Br)s1)N1CCc2ccccc2C1 returned cardiac RTF act -2.4, MOR-DOR inv ag -27.6, MOR-DOR ag 7.0, Keap1 Nrf2 FP -1.2, LANA DNA inh 0.5, Arr AP2 block -8.6, Wnt act 7.6, V-ATPase pH -0.6 and Cardiac RTF inh -1.4.
CC1CCCN(C(=O)COC(=O)C2=COCCO2)C1 (centres undefined) was read as cardiac RTF act -6.2, MOR-DOR inv ag -0.5, MOR-DOR ag 0.1, Keap1 Nrf2 FP 0.7, LANA DNA inh 1.5, Arr AP2 block -15.1, DSG3 Ab inh 139.3, Wnt act -2.6, V-ATPase pH -2.1 and Cardiac RTF inh -0.6.
For COc1ccc(CN(C)C(=O)c2ccc(Oc3ccccc3)cc2)cc1F the results were cardiac RTF act -6.1, MOR-DOR inv ag -23.8, MOR-DOR ag 2.9, Keap1 Nrf2 FP -3.8, LANA DNA inh 1.2, Arr AP2 block 18.7, DSG3 Ab inh 114.4, Wnt act -0.4, V-ATPase pH -0.7 and Cardiac RTF inh 3.2.
Screening CCOc1ccc(S(=O)(=O)Nc2cc(OC)ccc2OC)cc1 returned cardiac RTF act -11.4, MOR-DOR inv ag 5.0, MOR-DOR ag -0.8, Keap1 Nrf2 FP 0.5, LANA DNA inh 0.3, Arr AP2 block -4.0, DSG3 Ab inh 132.2, V-ATPase pH -17.2 and Cardiac RTF inh -6.8.
For Cc1c(Cl)cccc1NC(=O)Cn1cc(C(F)(F)F)cc(Cl)c1=O the results were cardiac RTF act 0.7, MOR-DOR inv ag 8.0, MOR-DOR ag -1.6, Keap1 Nrf2 FP 1.7, LANA DNA inh 1.8, Arr AP2 block 12.4, DSG3 Ab inh 83.2, Wnt act -0.2, V-ATPase pH -2.3 and Cardiac RTF inh 1.1.
`CCCCn1c(-c2ccsc2)nc2c1c(=O)[nH]c(=O)n2CCC` gave cardiac RTF act 15.3, MOR-DOR inv ag -3.2, MOR-DOR ag 0.6, Keap1 Nrf2 FP -7.6, LANA DNA inh 0.6, Arr AP2 block -1.9, DSG3 Ab inh 102.7, Wnt act -0.1, V-ATPase pH 7.9 and Cardiac RTF inh 8.0.
Screening CCOc1ccc(N(CC(=O)NCc2ccccc2)S(=O)(=O)c2c(C)noc2C)cc1 returned cardiac RTF act 2.1, MOR-DOR inv ag 13.2, MOR-DOR ag -2.6, Keap1 Nrf2 FP 5.3, LANA DNA inh 0.5, Arr AP2 block 23.8, DSG3 Ab inh 106.3, Wnt act -2.4, V-ATPase pH 4.5 and Cardiac RTF inh -2.1.
O=C(CN1C(=O)/C(=C/c2cccc(Br)c2)SC1=S)NC1=NCCS1 was read as cardiac RTF act -0.6, MOR-DOR inv ag 16.1, MOR-DOR ag -3.5, Keap1 Nrf2 FP -1.2, LANA DNA inh 5.9, Arr AP2 block 1.0, DSG3 Ab inh 100.4, Wnt act -2.1, V-ATPase pH -1.3 and Cardiac RTF inh -11.8.
For O=C(Nc1ccccc1-c1nnc(SCc2ccc(Cl)cc2)o1)c1ccccc1 the results were cardiac RTF act 3.6, MOR-DOR inv ag 3.4, MOR-DOR ag -0.7, Keap1 Nrf2 FP -16.1, LANA DNA inh -3.7, Arr AP2 block 5.8, DSG3 Ab inh 110.4, Wnt act -7.6, V-ATPase pH -3.0 and Cardiac RTF inh -1.1.
Screening COc1ccc(OC)c(-c2nn(-c3ccccc3)cc2C(=O)NCC(c2cccs2)N2CCOCC2)c1 (centres undefined) returned cardiac RTF act -10.6, MOR-DOR inv ag 20.3, MOR-DOR ag -3.9, Arr AP2 block -8.0, DSG3 Ab inh 104.8, Wnt act 0.8, V-ATPase pH -1.8 and Cardiac RTF inh -8.7.
For Cc1cc2ncn(S(=O)(=O)c3ccc(S(N)(=O)=O)cc3)c2cc1C the results were cardiac RTF act -4.4, MOR-DOR inv ag -6.5, MOR-DOR ag 1.4, Keap1 Nrf2 FP -0.4, LANA DNA inh -2.0, Arr AP2 block 2.3, DSG3 Ab inh 98.5, Wnt act 0.5, V-ATPase pH -1.7 and Cardiac RTF inh 2.6.
`COc1ccc(C2C(C(=O)Nc3ccc4c(c3)OCCO4)c3ccccc3C(=O)N2C)cc1` (centres undefined) gave cardiac RTF act -0.1, MOR-DOR inv ag 3.8, MOR-DOR ag -0.7, Keap1 Nrf2 FP -0.5, LANA DNA inh 0.0, Arr AP2 block 13.1, Wnt act -4.8, V-ATPase pH -5.8 and Cardiac RTF inh 8.1.
O=C(O)CCC(=O)N1CCN(c2nc(-c3ccccc3)c3ccccc3n2)CC1 was read as cardiac RTF act 2.3, MOR-DOR inv ag 18.6, MOR-DOR ag -4.1, Keap1 Nrf2 FP -4.7, LANA DNA inh -1.5, Arr AP2 block 5.0, DSG3 Ab inh 99.6, Wnt act 1.0, V-ATPase pH -0.6 and Cardiac RTF inh -10.6.
For COC(=O)[C@@]12CCCCN1[C@H](c1ccc(-c3ccc(F)cc3)c(OC)c1)[C@H]1C(=O)N(C)C(=O)[C@H]12 the results were cardiac RTF act -1.4, MOR-DOR inv ag -4.8, MOR-DOR ag 0.8, Keap1 Nrf2 FP -1.4, LANA DNA inh 2.0, Arr AP2 block -9.8, DSG3 Ab inh 103.6, Wnt act -7.5, V-ATPase pH -0.2 and Cardiac RTF inh -15.8.
Screening Cc1ccc(-c2noc(CN(C(=O)CCN3C(=O)c4ccccc4C3=O)C(C)C)n2)cc1 returned cardiac RTF act -1.3, MOR-DOR inv ag 2.9, MOR-DOR ag -0.5, Keap1 Nrf2 FP -4.2, LANA DNA inh 2.8, Arr AP2 block 12.6, DSG3 Ab inh 96.8, V-ATPase pH -0.4 and Cardiac RTF inh -2.1.
CN(CCOc1ccc(Cl)cc1)C(=O)C1CCN(C(=O)c2ccc(F)cc2)CC1 was read as cardiac RTF act -0.4, MOR-DOR inv ag 8.5, MOR-DOR ag -1.6, Keap1 Nrf2 FP -5.7, LANA DNA inh 1.1, Arr AP2 block -7.3, DSG3 Ab inh 105.6, Wnt act -1.9, V-ATPase pH 0.6 and Cardiac RTF inh 7.7.
